# RAD54 branch = RAD54 (human) branch migration inhibition | inhibition, % at 10.4 µM | AID 602329 | RAD54 Holliday junction branch migration, FAM/BHQ fluorescence | Q92698 | 360,000 tested, 0.14% active;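 active means mean normalized replicate activity at least 40 and at least half of replicates scoring 40 or more; inconclusive means only one of the two criteria met; inactive means mean below 40 and under half of replicates reaching 40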;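 further: 0% = median of neutral control wells and 100% = median of positive control wells; inhibitors cause a drop in the FAM fluorescence signal; in these data hits start at about 50%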
# miR-122 sensor = inhibitors of miR-122 in Huh7 cells; 340,000 tested, 0.3% active; Huh7 miR-122 Renilla luciferase sensor, 48 h; neutral wells = 0, positive control = 100; AID 602342; activation (reporter increase), % at 12.5 µM;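 active means mean replicate activation score at least 90 and every replicate individually at or above 90; inconclusive means only one of the two criteria met; inactive means neither criterion met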;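 further: higher luciferase means less miR-122 activity so hits act as miR-122 inhibitors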
# E-selectin induc = induces E-selectin expression in human endothelial cells. P16581. HUVEC E-selectin immunofluorescence imaging; normalized: neutral wells 0, TNF-alpha wells 100. activation, % at 7.58 µM. 260,000 tested, 0.37% active;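 active means mean E-selectin-positive cell signal at least 10% of the positive control, reached in at least 60% of replicates, without over 20% cell loss; inconclusive means no rule given, readout overlaps actives, possibly toxicity-flagged; inactive means the rest, including those meeting only one limit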;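 further: in these data hits start at about 27%; measured in HUVEC primary endothelial cells; signal is the percent of cells scored E-selectin positive by PE staining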
# Target sequence (P16581 whole entry, looked up): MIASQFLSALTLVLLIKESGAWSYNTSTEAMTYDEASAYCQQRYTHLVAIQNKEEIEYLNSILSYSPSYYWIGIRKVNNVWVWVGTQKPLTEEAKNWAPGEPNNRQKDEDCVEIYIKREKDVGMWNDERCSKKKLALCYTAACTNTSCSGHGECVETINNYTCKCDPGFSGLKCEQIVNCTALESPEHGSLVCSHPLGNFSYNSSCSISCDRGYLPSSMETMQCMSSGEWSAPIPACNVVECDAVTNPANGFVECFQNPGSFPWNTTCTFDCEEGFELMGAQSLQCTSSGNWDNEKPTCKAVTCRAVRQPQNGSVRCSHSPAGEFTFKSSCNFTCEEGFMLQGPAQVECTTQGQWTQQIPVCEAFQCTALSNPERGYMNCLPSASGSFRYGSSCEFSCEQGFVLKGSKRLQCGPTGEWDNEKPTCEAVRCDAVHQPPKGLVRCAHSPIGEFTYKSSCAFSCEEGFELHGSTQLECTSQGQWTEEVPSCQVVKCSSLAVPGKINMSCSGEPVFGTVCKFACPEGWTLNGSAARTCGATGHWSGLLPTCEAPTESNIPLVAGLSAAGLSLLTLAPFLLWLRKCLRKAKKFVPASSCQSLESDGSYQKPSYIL
#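 assay system = HUVEC, human umbilical vein endothelial cells | input = 3,000 HUVEC seeded per well | medium = EGM-2 growth medium on 0.1% gelatin-coated wells | dosing = one compound dose added by pin transfer | signal = immunofluorescence imaging | read-out basis = % PE-positive cells | control set = TNF-alpha, DMSO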
# PGC1a acetyl inh = lowers PGC1a acetylation signal in U2OS cells; inhibition, % at 15.6 µM; 350,000 tested, 0.17% active; AID 651687; AlphaScreen anti-acetyl-lysine; with virally co-expressed GCN5 acetyltransferase;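 active means every replicate shows inhibition of at least 40%; inconclusive means mean inhibition at least 40% but some replicate below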;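 further: 0% = neutral control wells and 100% = positive control wells; some results beyond the cut were filed as inactive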
# ERAP1 inh = blocks human ERAP1 aminopeptidase activity. Q9NZ08. recombinant ERAP1, Leu-AMC fluorescence, 60 min. inhibition, % at 10.7 µM. 340,000 tested, 0.15% active. AID 652197;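 active means mean replicate inhibition of at least 30%, or all replicates individually reaching that 30% level; inactive means mean below 30% and not every replicate reaching it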;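 further: 0% = neutral control wells and 100% = L-leucinethiol positive control wells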
# RAD52 inh = blocks human RAD52 DNA annealing; P43351; recombinant RAD52 DNA annealing, FRET fluorescence; inhibition, % at 18.7 µM; 360,000 tested, 0.46% active; AID 651710;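 active means every replicate showing at least 50% inhibition; inconclusive means mean inhibition at least 50% but not in every replicate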
# Target sequence (P43351 whole entry, looked up): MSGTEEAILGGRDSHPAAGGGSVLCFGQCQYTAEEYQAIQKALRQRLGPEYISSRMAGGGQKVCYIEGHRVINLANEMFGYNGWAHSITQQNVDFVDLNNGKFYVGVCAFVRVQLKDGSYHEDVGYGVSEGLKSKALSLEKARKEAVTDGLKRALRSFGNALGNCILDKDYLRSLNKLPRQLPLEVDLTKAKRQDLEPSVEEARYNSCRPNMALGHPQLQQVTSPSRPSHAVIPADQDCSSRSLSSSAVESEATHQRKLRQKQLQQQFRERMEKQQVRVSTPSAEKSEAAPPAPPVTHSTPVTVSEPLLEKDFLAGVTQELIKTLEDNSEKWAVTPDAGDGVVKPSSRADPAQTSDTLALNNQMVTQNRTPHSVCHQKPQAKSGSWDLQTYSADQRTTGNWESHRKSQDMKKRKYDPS
# PglD inh = inhibitors of Campylobacter jejuni PglD acetyltransferase | purified PglD enzyme, DTNB colorimetric CoA detection | inhibition, % at 12.5 µM | 360,000 tested, 0.098% active | AID 602405; in the data active means inhibition above about 16%, passing the limit was not always enough; inconclusive means no clear call, values can overlap the other calls; further: strong numbers were not always called active
# Cneo AK release = Cryptococcus neoformans lysis via adenylate kinase release; AID 651654; 360,000 tested, 0.2% active; lysis activity, % at 15 µM; C. neoformans lysis, adenylate kinase release luminescence, 4 h; normalised: neutral wells 0, clomiphene wells 100;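 active means mean lysis activity across replicates of at least 80%, whatever share of replicates individually reach that level; inactive means mean lysis activity below 80%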
#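 Material – log-phase Cryptococcus neoformans yeast cells · Input – 5 × 10^6 yeast cells/mL · Medium – fresh YPD growth medium · Doses – single compound concentration per well · Timing – static 4 h at 37 °C with compound, 1 h detection · Detection – adenylate kinase release luminescence · Read-out – signal increase indicating cell lysis · Control set – Clomiphene as positive lysis control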
# The depositor's hits bear a star; ? = inconclusive; · = not tested or not shown; [ ] = dose if it differs, or a comment.
# The line under a structure holds: RAD54 branch, miR-122 sensor, E-selectin induc, PGC1a acetyl inh, ERAP1 inh, RAD52 inh, PglD inh, Cneo AK release
> Cc1cc(NC(=O)C(C)SCC(=O)OCc2ccc(Cl)cc2Cl)no1 (configuration not stated)
  -3, ·, ·, ·, -2, -9, 10, -1
> COc1ccc(NC(=O)Nc2ccc3c(c2)C(=O)N([C@@H](C)CO)C[C@@H](C)[C@H](CN(C)Cc2ccccc2)O3)cc1
  14, -1[16.7 µM], 0.2, 5, 0, -3, -1, 2
> COc1cccc(C(=O)NCC(=O)N/N=C/c2c(C)[nH]c3ccccc23)c1
  -2, -9, 7.9, 2, 4, -10, -5, -3
> COc1cc(-c2nnc(SCC(=O)N3CCOCC3)o2)cc(OC)c1OC
  12, 0, 0.0, ·, 1, -9, -1, -1
> O=C(c1ccccc1F)N1CCN(Cc2ccc3c(c2)OCO3)CC1
  -5, -4, -0.1, 6, 12, -7, 1, 1
> O=C(c1cccs1)N1C[C@H](n2cc(C3CC3)nn2)[C@@H](O)C[C@@H]1c1ccccc1
  -2, 2, 0.3, 4, 8, -24, 5, -3
> O=c1[nH]c(CN2CCN(Cc3ccc4c(c3)OCO4)CC2)nc2ccccc12
  -8, -6, ·, 7, ·, ·, 2, -1
> Cc1cc(NC(=O)c2cc3ccccc3o2)cc(C)c1OCC(=O)N1CCOCC1
  -2, -5, ·, 1, ·, ·, 1, -1
> C[C@@H]1CCCCO[C@@H](CN(C)CC2CC2)[C@H](C)CN([C@@H](C)CO)C(=O)c2cc(NC(=O)NC3CCCCC3)ccc2O1
  2, 7[16.7 µM], 0.4, -6, 0, 13, 3, 10
> CCCc1cc(=O)[nH]c2nnc(SCC(=O)Nc3nnc(SCC)s3)n12
  3, ·, ·, ·, 1, -19, 0, 0
> O=C(CSc1ccc(-c2ccco2)nn1)NCc1ccc(F)cc1
  1, 1, -0.1, -3, ·, ·, 0, -1
> O=C(Nc1ccccc1)N1C[C@H]2[C@@H](c3ccccc31)[C@@H](CO)N2CC1CCCC1
  -2, -4[16.7 µM], -0.6, -7, 1, -21, 1, 9
> Cc1nc(Nc2ccccc2)sc1C(=O)c1ccc(F)cc1
  -5, -12, ·, 6, 1, -14, -1, -3
> Cc1ccc2nc(-c3ccccc3)cc(C(=O)N3CCc4ccccc4C3)c2c1
  0, -1, ·, 5, -7, -20, 0, -1
> O=C(NCc1ccccn1)c1ccc(-c2ccccc2)cc1
  ·, -6, ·, 8, -3, -10, ·, ·
> O=C(Nc1c(C(=O)N2CCOCC2)cnn1-c1ccccc1)c1cccc(F)c1
  -11, -4, 0.5, 13, 0, -8, -2, 6
> COc1cccc(C(=O)NC2=NCCS2)c1OC
  9, -9, ·, 10, ·, ·, 3, -1
> Nc1ncnc2c1ncn2[C@@H]1O[C@H](C(=O)N2CCC(F)(F)CC2)[C@@H](O)[C@H]1O
  5, -1, 0.0, 11, -8, 2, 7, 0
> N=C1C(c2nc(-c3ccc(Cl)cc3)cs2)=C(O)CN1NC(=O)c1ccc(O)cc1
  -10, 6, -0.3, 7, -5, -8, 5, 6
> O=C(CCc1nc2ccccc2c(=O)[nH]1)Nc1nnc(SCc2ccccc2)s1
  ·, -1, ·, -1, 0, -34, ·, ·

# (continued)
# The line under a structure holds: RAD54 branch, miR-122 sensor, E-selectin induc, PGC1a acetyl inh, ERAP1 inh, RAD52 inh, PglD inh, Cneo AK release
> CCOC(=O)c1ccc(NC(=O)N2CCc3ccccc3C2)cc1
  4, 1, 0.2, -50, 2, -13, 0, 2
> COc1ccc(NC(=O)N[C@H]2CC[C@H](CCNC(=O)c3ccccc3F)O[C@@H]2CO)cc1
  1, ·, -0.1, -3, -5, -11, 0, -3
> CCCNC(=O)N(C)C[C@@H]1Oc2ncc(-c3ccc(F)cc3)cc2C(=O)N([C@H](C)CO)C[C@@H]1C
  2, -10[16.7 µM], -0.2, 4, 0, 4, -1, -7
> O=C(/C=C\c1ccccc1)Nc1nccs1
  -2, 2, ·, ·, ·, ·, -4, -7
> Cc1ccc(-c2cc(C(=O)Nc3cc(C)ccc3C)[nH]n2)c(O)c1
  7, -3, ·, -6, ·, ·, -3, -2
> CCCCNC(=O)c1sc(=S)n2c1[nH]c(=O)c1ccccc12
  -5, 0, ·, 7, ·, ·, -1, -2
> CCc1cccc(C)c1NC(=O)c1cc(C)oc1C
  -2, 15, ·, -1, 1, -7, -2, 1
> S=C(NCc1ccccc1)C(=S)NCc1ccccc1
  -4, ·, -0.1, 6, 3, -15, -1, 13
> CC(C)OP(=O)(OC(C)C)C(Nc1ccccc1)c1ccc2c(c1)OCO2 (configuration not stated)
  -6, 2, 10.0, 7, ·, ·, -6, -7
> COc1ccc(/C=C2\SC(=S)N(CCCC(=O)NNC(=O)c3ccccc3O)C2=O)cc1
  ·, -4, ·, -11, -3, -26, ·, ·
> CO[C@@H]1CN(C)C(=O)c2ccc(NC(=O)CC(F)(F)F)cc2OC[C@@H](C)N(S(=O)(=O)c2cn(C)cn2)C[C@@H]1C
  6, ·, 0.1, -1, -2, -48, 0, -2
> CCCOC(=O)c1[nH]c2c(c1C)C(=O)CC(c1cccs1)C2 (configuration not stated)
  5, ?, ·, -12, ·, ·, 6, 0
> O=C(CN1CC(c2ccccc2)CC1=O)Nc1ccc2c(c1)OCO2 (configuration not stated)
  12, 5, 0.1, ·, 4, -2, 0, 3
> CCCCn1c(N)c(N(CCOC)C(=O)c2c(-c3ccccc3)noc2C)c(=O)[nH]c1=O
  -7, -1, 1.0, 9, -3, -8, 7, 4
> Cc1ccc(C(=O)NCC(=O)OCC(=O)c2ccc3c(c2)OCCO3)cc1C
  6, 4, ·, -2, ·, ·, -2, -1
> CNC[C@H]1Oc2c(NS(=O)(=O)c3cn(C)cn3)cccc2C(=O)N([C@H](C)CO)C[C@@H]1C
  -2, 1[16.7 µM], 0.1, 0, 1, 1, -6, -9
> CSc1ccc(CN2CCC(CO)(Cc3ccc(Cl)cc3)CC2)cc1
  ·, 0, -0.1, 1, ·, -6, ·, ·
> CCCNC(=O)N1[C@@H]2c3ccc(-c4ccc(F)cc4)c(=O)n3C[C@@H]2[C@@H](CO)[C@@H]1C(=O)N1CCCCC1
  -6, ·, -0.1, ·, -3, -10, -1, -2
> NNC(=O)c1cnn(Cc2ccccc2)c1N
  6, 6, ·, -7, ·, ·, 3, 5
> Cn1c(SCC(=O)c2ccc(F)cc2)nnc1-c1ccccn1
  17, 6, 0.1, 12, -3, 2, 2, -6

# Next structures follow.
# The line under a structure holds: RAD54 branch, miR-122 sensor, E-selectin induc, PGC1a acetyl inh, ERAP1 inh, RAD52 inh, PglD inh, Cneo AK release
> O=[N+]([O-])c1cccc(/C([O-])=C(/C(=S)Nc2ccccc2F)[n+]2ccccc2)c1
  ·, ·, -0.2, -8, 7, -6, ·, ·
> COc1ccc(C(=O)Nc2ccc3c(c2)n(C)c(=O)n3C)cc1OC
  2, 5, 3.0, -7, -2, -9, 0, -1
> COCC(=O)N(C)C[C@@H]1Oc2cc(C#CCC3CCCC3)ccc2S(=O)(=O)N([C@H](C)CO)C[C@@H]1C
  3, ·, -0.1, -3, ·, 0, -6, -2
> CN(C)CC#Cc1ccc([C@@H]2[C@H]3CN(C(=O)c4ccccc4)CC(=O)N3[C@H]2CO)cc1
  ·, ·, 0.0, -8, -4, -1, ·, ·
> Cc1cc(C)n2nc(C(=O)OCC(=O)c3ccccc3)nc2n1
  -4, -4, 0.0, ·, 1, -27, 1, 0
> Cc1ccc(S(=O)(=O)N(C)C[C@H]2OCCCC[C@@H](C)Oc3ccc(NS(=O)(=O)c4ccccc4)cc3C(=O)N([C@@H](C)CO)C[C@H]2C)cc1
  -13, 9[16.7 µM], -0.1, -11, 3, 11, 2, 1
> CC(=O)OC(C(=O)NC1CCCCC1)c1cccc(F)c1 (configuration not stated)
  -6, 8, 4.9, ·, 0, -12, -1, 0
> Cc1cc(C)c(S(=O)(=O)NCc2nc3nc(C)cc(C)n3n2)c(C)c1
  10, -4, -0.6, -7, 5, -6, 1, 0
> Cc1cccc2sc(NNC(=O)c3ccc(S(=O)(=O)N4CC(C)CC(C)C4)cc3)nc12 (configuration not stated)
  -2, ·, ·, ·, 4, -26, 2, 15
> C=CCSC1=Nc2sccc2C2=NC(=O)CN12
  -10, 8, ·, -12, ·, ·, -6, 0
> CCCn1c(=O)c(C(=O)NNC(=O)c2ccccc2[N+](=O)[O-])c(O)c2ccccc21
  -4, 4, ·, ·, 1, 0, 4, -11
> Cc1c(Cl)c([N+](=O)[O-])nn1Cc1ccc(C(=O)N/N=C\c2cc(Cl)ccc2O)o1
  2, -1, ·, 10, ·, ·, -1, -9
> COc1ccccc1C#Cc1ccc2c(c1)O[C@@H](CN(C)Cc1cccnc1)[C@H](C)CN([C@@H](C)CO)S2(=O)=O
  9, -18[16.7 µM], 0.9, 44*, -2, 0, -1, -3
> Cc1ccccc1NC(=S)N1CCCN(Cc2ccc(F)cc2)C1
  -6, 7, 2.0, -1, ·, -9, -3, 1
> CCOc1ccc(-c2nnn(CC#N)n2)cc1OC
  9, -3, ·, -83, ·, ·, 0, -1
> C[C@@H]1CCCCO[C@H](CN(C)S(=O)(=O)c2ccc(F)cc2)[C@@H](C)CN([C@H](C)CO)C(=O)c2cc(NC(=O)Cc3ccccc3)ccc2O1
  0, -6[16.7 µM], 0.0, 1, ·, ·, 4, 2
> O=C(/C=C/c1ccco1)NCCc1ccc(F)cc1
  -6, ·, -0.2, ·, -2, -33, 1, 2
> COCCN(Cc1ccc(C)cc1)C(=O)[C@H]1O[C@@H](n2ccc(=O)[nH]c2=O)[C@H](O)[C@@H]1O
  -2, 2, 0.0, -23, 0, -12, -2, 2
> O=S(=O)(Cc1ccccc1)NCc1ccccn1
  -15, -3, ·, -1, 3, -14, 1, -3
> CSc1cccc(CN2CCC(n3nccc3NC(=O)C3CC3)CC2)c1
  -1, 0, -0.1, 1, -4, -9, 1, 1
> CO[C@H]1CN(C)C(=O)c2cc(NC(C)=O)ccc2OC[C@@H](C)N(CCC(F)(F)F)C[C@H]1C
  0, -2[16.7 µM], -0.2, 1, -3, 13, 4, -2
> Cn1c(SCC(=O)NCCc2ccccc2)ncc(C(=O)Nc2ccc(F)cc2)c1=O
  5, ·, -0.1, ·, 1, 0, -9, 3

# Part of the list above, field by field.
compound: S=C(NCc1ccccc1)C(=S)NCc1ccccc1
  RAD54 branch: -4; miR-122 sensor: ·; E-selectin induc: -0.1; PGC1a acetyl inh: 6; ERAP1 inh: 3; RAD52 inh: -15; PglD inh: -1; Cneo AK release: 13

compound: O=C(CSc1ccc(-c2ccco2)nn1)NCc1ccc(F)cc1
  RAD54 branch: 1; miR-122 sensor: 1; E-selectin induc: -0.1; PGC1a acetyl inh: -3; ERAP1 inh: ·; RAD52 inh: ·; PglD inh: 0; Cneo AK release: -1

compound: O=C(/C=C/c1ccco1)NCCc1ccc(F)cc1
  RAD54 branch: -6; miR-122 sensor: ·; E-selectin induc: -0.2; PGC1a acetyl inh: ·; ERAP1 inh: -2; RAD52 inh: -33; PglD inh: 1; Cneo AK release: 2

compound: CCCc1cc(=O)[nH]c2nnc(SCC(=O)Nc3nnc(SCC)s3)n12
  RAD54 branch: 3; miR-122 sensor: ·; E-selectin induc: ·; PGC1a acetyl inh: ·; ERAP1 inh: 1; RAD52 inh: -19; PglD inh: 0; Cneo AK release: 0

# Assay outcomes: PubChem, Broad Institute
